High-throughput results (PubChem BioAssay)
KDM5B inh: inhibitors of human KDM5B histone demethylase; Q9UGL1; KDM5B demethylase, FDH-coupled NADH fluorescence (FDH is formaldehyde dehydrogenase); Potency, µM (doses to about 57.7 µM), inactives show top-dose activity change, negative = inhibition, hits mostly inhibitors; 2.6% of 220,000 active; AID 1347165; active = well fitted inhibition curve with a large enough effect; inconclusive = small, poorly fitted or top-dose-only effect; inactive = no such curve, though single readings can be large or run the other way; also: 0% is about no effect; nearly all actives have a fitted effect of over 70% in size
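Measured: NADH fluorescence change, 30 min, RT. System: KDM5BΔAP 200 nM final, H3K4me3 peptide, α-KG, Fe(II), ascorbate, NAD⁺ plus FDH, pH 7.5 HEPES. Compounds: titrated, 10 min pre-incubation with enzyme.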
Numbers without * were called inactive; u = inconclusive; & = joins results of further samples; [ ] = remark or other dose. Potency is read from the fitted curve at half-maximal effect. The list is partial; count on the stated rates, not on these rows.

KDM5B inh	SMILES
-33%	COc1ccc(CN2C[C@@H](CO)[C@H](NC(=O)C3CC3)C2)cc1
19%	O=C(/C=C/c1ccc(S(=O)(=O)N2CCOCC2)cc1)OCC(=O)c1ccc([N+](=O)[O-])cc1
89µM*	CCc1ccc([S+](=O)([O-])c2nnn3c2nc(NCCCOC)c2ccccc23)cc1
7%	Cc1n[nH]c(C)c1I
21%	CCOC(=O)c1cccc(NC(=O)N2CC[C@@H](CC(=O)Nc3ccccc3)[C@@H](CC)C2)c1
7%	Cc1ccccc1C(=O)NNC(=O)CCCCC(=O)NNC(=O)c1ccccc1C
-12%	CCOC(=O)c1cccc(NC(=O)C2CCN(S(=O)(=O)c3cn(C)cn3)CC2)c1
-12%	Cc1ccc(-c2nc(-c3cc4cccc(OCc5ccccc5F)c4oc3=O)no2)cc1
u	O=C(Cn1nc2c(cc1=O)CCCCC2)NCCn1c(=O)c(=O)[nH]c2ccccc21
24%	COC[C@H]1CCCN1C(=O)CC[C@H]1CNC(=O)[C@@H]2[C@@H](CCN2Cc2ccc(O)cc2)N1C
-8%	Cc1cc(C)n2cc(CSc3nnc(-c4ccccc4)c(-c4ccccc4)n3)nc2n1
-11%	O=C(c1cc2ccccc2oc1=O)N1CCN(c2cccc(C(F)(F)F)c2)CC1
-1%[86.2 µM]	O[C@H]1[C@H](NCc2cnc3ccccc3c2)[C@@H](c2cccnc2)C[C@H]1O
u	O=Cc1ccc(OCc2cccc(Br)c2)cc1
-10%[86.2 µM]	O=C(Nc1ccc([C@H]2OCC(=O)N(Cc3ccc(F)cc3)[C@@H]2CO)cc1)C1CCC1
-3%	CCCN1CCN(CCCN)CC1
17%	Cc1ccc(-c2csc(-c3nc(-c4ccc(C)cc4)c(C)s3)n2)cc1
-8%	Cc1ccccc1OCc1nnc(SCc2cc(=O)c3cccc(F)c3[nH]2)n1C
15%	O=C(CCc1ccc(=O)[nH]n1)N1CCC2(CCCNC2=O)C1 (stereo not given)
24%	Cc1cccc(-n2c(=O)c3c(cc(C)n3C)n(CC(=O)Nc3c(C)cccc3C)c2=O)c1

KDM5B inh	SMILES
u	CCc1ccccc1NC(=O)CNCC(=O)Nc1ccccc1CC
-7%	O=S(=O)(Cc1ccccc1)N1CCC2(CCCCO2)CC1
10%	Cc1ccc(NC(=O)C(C)N2CCC(C(=O)NCc3ccccc3)CC2)c(Br)c1 (stereo not given)
-14%	CCOCc1nc(C2CCCN2C(=O)Nc2ccccc2F)no1 (stereo not given)
10%	Cc1ccccc1NC(=O)N1CCC(CCNC(=O)C2(c3ccccc3)CC2)CC1
27%	COC[C@@H]1CN(C(=O)CCc2ccc(OC)cc2)C[C@H]1C(N)=O
12%	CCCOc1ccccc1C(C)N (stereo not given)
u	Cc1ccccc1Nc1nc(-c2cc3ccccc3oc2=O)cs1
u	O=C(Cn1ccn2nc(-c3ccc(F)cc3)c(CO)c2c1=O)Nc1ccc2c(c1)OCO2
u	CCn1ccc2ccc(CN3CCCC(O)(CN4CCCC4)C3)cc21 (stereo not given)
-23%[115 µM]	CC(C)(C)C(=O)N[C@@H](Cn1ccc(=O)[nH]c1=O)C(=O)O
-23%	CCN1CC2(CCN(C(=O)c3cccc(Cn4cccn4)c3)CC2)OC1=O
u	Cc1ccc(CNC(=O)Cc2ccc(NC(=O)N3CCSc4ncccc43)cc2)cc1
4%	CC(=O)Nc1ccc(N2C(=O)C/C(=C/c3cn(C)c4ccccc34)C2=O)cc1
21%	CCOC(=O)c1ccc(OC)c(OC)c1Cl
28µM*	CN(C)C[C@@H]1CN(c2ccccn2)C[C@H]1NC(=O)Cc1ccsc1
-1%	COc1ccc(CN2CCN(c3nc4ccccc4o3)CC2CCO)cc1C (stereo not given)
-14%	C/C(=N\OC(=O)c1ccccc1Br)c1ccc(C)cc1
u	Cc1cccc(/C=N/NC(=O)c2cccc(NC(=O)c3ccccc3)c2)n1
4%	O=[S+]([O-])(c1cccs1)N1CCN(c2nc3ncccc3o2)CC1

KDM5B inh	SMILES
18%	CCCc1nc(C(=O)N2CCOCC(O)(CN3CCCC3)C2)cs1 (stereo not given)
u	CN1CCc2c([nH]c3ccccc23)C12CCN(C(=O)c1ccncc1)CC2
-19%	CSc1cccc(NS(=O)(=O)c2ccc3[nH]cc(C(=O)N4CCCCCC4)c(=O)c3c2)c1
7%	COC(=O)c1ccc(Cl)cc1NC(=O)Cn1c(=O)n(Cc2ccc(F)cc2)c(=O)c2ccccc21
-33%	O=C(NCCOc1ccccc1)C1CNCCO1 (stereo not given)
5%	CC(=O)Nc1ccc(C(C)=O)cc1OCc1cccc(C)c1
-23%	CCN(CC)S(=O)(=O)c1ccc(C(=O)NCCSc2c(-c3ccc(F)cc3)[nH]c3ccccc23)cc1
-2%	Cc1ccc(C(=O)N2CC(C(=O)NC3CCCCC3)C3(CCOCC3)C2)cc1 (stereo not given)
-16%	CCCCn1c(=O)n(CC(=O)NCC(F)(F)F)c(=O)c2c1ncn2Cc1ccco1
u	CC1(C)Cc2cccc(OCC(=O)OCc3cc(=O)oc4ccc5ccccc5c34)c2O1
u	COc1ccc(C(=O)N2CCN(c3nnc4ccc(Cl)cn34)CC2)cc1
u	Cn1c(C(=O)N(Cc2ccccc2)Cc2ccccc2)cc2c(=O)n3ccccc3nc21
4%	Cn1c(=O)n(C)c2cc(CNCc3ccccc3)ccc21
-9%	Cc1ccc2[nH]cc(C(C(=O)O)N3CCN(c4cccc(Cl)c4)CC3)c2c1 (stereo not given)
-1%	Cc1ccc2c(c1)-c1onc(C(=O)N3CCN(c4cc(Cl)ccc4C)CC3)c1CO2
27%	CCn1nccc1C(=O)N1C[C@@H](Oc2cccnc2)C[C@H]1C(=O)NC
-30%	O=S(=O)(Nc1cc(F)ccc1F)c1ccc2[nH]c3c(c2c1)CCCC3
1%	Cc1ccc(CNC(=O)N2CCC(CN3CCC(C)CC3)CC2)cc1
4%	Clc1cc(CSc2nc3ccccc3o2)cc2c1OCCCO2
19%	CC(NC(=O)c1cccs1)C(=O)N(CC#N)C1CC1 (stereo not given)

KDM5B inh	SMILES
5%	Cc1cc(=O)n(CC(=O)Nc2ccc(F)cc2)c(N2CCC(C)CC2)n1
15%	Cc1ccc(CN(C)C(=O)Cn2nc(C)c3ccccc3c2=O)c(C)c1
0%[86.2 µM]	O=C(Nc1ncc(-c2ccccc2)c2c1OCC2)c1cn[nH]c1
-28%	CCOc1ccccc1NC(=O)C(=O)c1cc(C)n(-c2cccc(C)c2C)c1C
15%	Cc1ccccc1CNC(=O)Cn1cnc(NC(=O)c2ccccc2)n1
-18%	O=C(NCc1coc(-c2cccs2)n1)c1cccc(Br)c1
-14%	COCCOc1ccc2c(n1)CCN(C(=O)CCC1CCCC1)C2
3%	Cc1nc(CN2CCN(C(=O)NC(C)Cc3ccco3)CC2)cs1 (stereo not given)
u	CCN1c2cc(C(=O)Nc3cccc(SC)c3)ccc2C(=O)N2CCCCCC21 (stereo not given)
-20%	CN1C(C(=O)c2ccccc2)=C(OC(=O)c2ccc(Br)cc2)c2ccccc2S1(=O)=O
-5%	CCc1nc(NC(=O)NCc2cccnc2)nn1C
-5%	CCCN1Cc2cccc(C(=O)Nc3ccc(OC)cc3OC)c2C1=O
u	Cc1cc(C(=O)NCc2ccccc2)c2c(C)nn(-c3cccc(F)c3)c2n1
-4%	CC(C)c1ccc(-c2csc(NC(=O)COCc3nc4ccccc4c(=O)[nH]3)n2)cc1
28µM*	COc1ccc(C(=O)NCc2nnc3ccc(-c4ccc(C)cc4)nn23)cc1F
u	Cc1csc(Nc2ccc3ncn(C)c(=O)c3n2)n1
5%[86.2 µM]	Cc1nn2c(c1-c1ccccc1C(C)C)N(C(=O)c1cnccn1)CCC2
14%	Cc1nn(-c2ccc(=O)[nH]n2)c2c1C(c1ccc3nccnc3c1)CC(=O)N2 (stereo not given)
u	CCOC(=O)Cn1c(=O)n(CC2CCCO2)c2nc(-c3cccc(C)c3)nc(C(N)=O)c21 (stereo not given)
-9%	CCN1C(=O)CCC2(C(=O)NCc3ccc(OC)c(OC)c3)CCCC=C12 (stereo not given)

KDM5B inh	SMILES
-18%	CN(C)CCCN(C(=O)CCOc1ccccc1)c1nc2c(F)cccc2s1
-13%	Cc1cccc(-c2nnc(SCC(=O)Nc3cc(C)on3)n2C)c1
u	COCC1CN(Cc2cccc(C(F)(F)F)c2)CC12CCNCC2 (stereo not given)
u	COC(=O)CSc1nc(N2CCCCC2)c2c(c1C#N)CCCC2
-11%	CCOc1ccccc1-c1nnc(SCC(=O)Nc2ccc3c(c2)OC2(CCCCC2)O3)o1
-24%	Cc1nc(C2CCCN(C(=O)CN)C2)cc(N2CCOCC2)n1 (stereo not given)
-15%	Cc1ccc(N(C)S(=O)(=O)c2ccc3[nH]c(=O)ccc3c2)cc1
u	CN(C)c1ccc(C(=O)OCc2nc(N)c3ccccc3n2)cc1
-30%	O=C(NCCSc1c[nH]c2ccccc12)c1ccccc1Cl
-6%	CNC(=O)c1ccc(Cn2cc(-c3nccn3C)nn2)o1
u	CC(=O)C1=C(c2ccc(Cl)c(Cl)c2)N(C(C)=O)n2cnnc2S1
u	CN(C)C(CNC(=O)c1cc2ccccc2oc1=O)c1cccs1 (stereo not given)
-28%	COc1ccc(NC(=O)Cn2cnc3ccc(S(=O)(=O)N4CCC(C)CC4)cc3c2=O)c(OC)c1
u	COc1ccccc1N1CCN([C@@H]2[C@H](O)[C@H](CO)O[C@@H]2CNCc2cccc(Cl)c2)CC1
3%	Fc1ccc(-c2cc(C(F)(F)F)[nH]n2)cc1
21%	O=C(c1cccc(F)c1)N1CCCC(Cc2noc(-c3ccncc3)n2)C1 (stereo not given)
-16%	COc1ccc(C2=NC(C)(C)N(CC(=O)Nc3cc(OC)cc(OC)c3)C2=O)cc1
5%	Cc1ncc(-c2ccc(S(=O)(=O)Nc3ccc(F)c(F)c3)cc2)o1
-22%	Cc1ccc2[nH]cc(CCn3ccc4c(cnc5ncnn54)c3=O)c2c1
-8%	Cc1nc(N2CCC(NC(=O)c3ccsc3)CC2)cc(C(F)(F)F)n1

KDM5B inh	SMILES
u	Cn1c(CN2CCCCC2)nc2cc(NC(=O)c3ccccc3Cl)ccc21
10%	CCn1nc(C(=O)OC2CCCCC2)c2ccccc2c1=O
u	CCN1CCN(S(=O)(=O)c2ccc(C(=O)Nc3sc4c(c3C(N)=O)CCN(CC)C4)cc2)CC1
5%	Cc1cccc(-n2ncc3c2ncn2nc(-c4ccco4)nc32)c1
8%[230 µM]	CNC(=O)c1cn2c(n1)CN(C(=O)OC)CC2
6%	Cc1cnc(C(=O)N2CCC(N3C(=O)C4(CCCC4)C3c3scnc3C)CC2)cn1 (stereo not given)
u	CN1CCN(c2cc(=O)c3ccnc(-c4ccccc4Oc4ccccc4)c3o2)CC1
-9%	CC(C)(C)C(=O)N1NC(=Nc2ccccc2)SC1(C)C
-27%&0%	Cc1ccc(OCC(=O)Nc2ccc(-c3nc4ccccc4o3)cc2)c(C)c1
8%	Cc1nc2cc(F)ccc2cc1C(=O)N1CCC(C)c2ccccc21 (stereo not given)
7%	Cc1nc2ccccc2nc1CS(=O)(=O)CC(=O)NC1CCCC1
-9%	O=C(Cn1nnc2sc(-c3ccccc3)cc2c1=O)Nc1ccc(F)c(Cl)c1
-12%	CCOc1ccccc1Oc1nc(C)nc2c1oc1ccccc12
u	Nc1nc2nc(-c3ccc(Cl)cc3)cc(C(F)(F)F)n2n1
-19%	CN(C)S(=O)(=O)N1CCN(C(=O)Cn2nc3c(cc2=O)CCCCC3)CC1
0%	CCCCc1c(C)nc(Nc2nc(C)c3cc(C)ccc3n2)[nH]c1=O
u	CCCN(C)C(=O)CC1Sc2ncccc2N(CCC)C1=O (stereo not given)
0%	COC[C@@H]1CN(C(=O)CCc2c(C)nn(C)c2C)C[C@H]1c1ccncc1
-19%	CCOCCOC1CCN(C(=O)c2ccccn2)CC1
u	NS(=O)(=O)c1ccc(NC(=O)CN2C(=O)COc3ccc(Cl)cc32)cc1

KDM5B inh	SMILES
-8%	O=C(COc1ccc(S(=O)(=O)NC2CCCC2)cc1)NCc1ccncc1
15%	CCN1C(=O)COc2ccc(NC(=O)c3cc(=O)c4cc(C)cc(C)c4o3)cc21
-8%	O=C(CC1CCOCC1)NCc1cccc(F)c1
u	O=C(O)c1cn2ccnc(-c3ccccc3)c2n1
-23%[86.2 µM]	O=C(NC1CC1)c1ccc2c(c1)OCCN(c1cccc(OC(F)(F)F)c1)C2
1%	COc1ccc(NC(=O)N2CCN(Cc3nc(-c4cccc(C(F)(F)F)c4)no3)CC2)cc1
